# BAZ2B inh: blocks human BAZ2B | AlphaScreen BAZ2B-H3K14Ac peptide displacement | Potency, µM (titrated, usually from 114 µM), inactives show top-dose activity change, negative = inhibition, most hits filed as inhibitors | Q9UIF8 | hit rate 4.4% among 360,000; note: potency is the fitted concentration of half-maximal effect; % is set by controls: 0 for no effect and ±100 for the full control effect; nearly all actives have a fitted effect of over 60% in size
#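 Multi-concentration screen (max 110 uM) measuring displacement of acetylated histone H3 peptide from BAZ2B by AlphaScreen, using 50 nM protein, 50 nM peptide and 10 ug/mL streptavidin donor plus Ni-chelate acceptor beads.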
# G9a block: G9a (human) methyltransferase inhibition | Potency, µM (highest dose often 102 µM), without a hit: at the top dose activity, negative = inhibition, actives largely listed as inhibitors | G9a H3K9 monomethylation, AlphaScreen, 2 h | Q96KQ7 | hit rate 8.8% among 350,000; note: potency is the fitted concentration of half-maximal effect; % is set by controls: 0 for no effect and ±100 for the full control effect; nearly all actives have a fitted effect of over 75% in size
#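 Readings reflect AlphaScreen signal from monomethyl-H3K9 antibody detection. HMT at 20 nM; substrate b-H3K9 500 nM; cofactor SAM 20 uM; 2 h RT reaction; compounds tested as titrations in qHTS with 15 min preincubation.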
# HP1b chromo inh: inhibitors of HP1-beta chromodomain binding to methylated histone tails; AlphaScreen HP1-beta / biotin-H3K9me3 peptide binding; Potency, µM (top dose mostly 114 µM), for inactives: top-dose activity change, negative = inhibition, actives largely listed as inhibitors; hit rate 0.56% among 390,000; note: potency is the fitted concentration of half-maximal effect; nearly all actives have a fitted effect of over 70% in size; inactives centre near 23
#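 Compound inhibition of the preformed complex between 50 nM HP1-beta and 50 nM biotinylated H3K9me3 peptide was read by AlphaScreen. Buffer was PBS pH 7.4 with 0.01% Tween-20. Incubations ran 30 min at room temperature, with 10 ug/mL donor/acceptor beads.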
# PI4K2A inh: blocks human PI4K2A kinase activity; Q9BTU6; purified PI4K2A, ADP-Glo luminescence, 1 h; stronger effect = lower value; activity change, negative = inhibition, % at 76.9 µM; hit rate 0.13% among 420,000; in the data active = activity change below about -50%; inconclusive = mostly about -30% to -49%;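 note: -100% = wells without enzyme as full effect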
#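 Compounds are screened against recombinant PI4K2A using PI as substrate and ATP, the latter dispensed at 300 microM. Reactions run one hour at ambient temperature before ADP-Glo detection; full inhibition defined by wells lacking enzyme.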
# Pin1 inh: blocks the human prolyl isomerase Pin1 | Q13526 | Pin1 FP peptide displacement, HiFluor488, 10 min | Potency, µM (series often up to 115 µM), for the others: at the top dose activity, negative = inhibition, usual class: inhibitors | hit rate 0.009% among 390,000; active = well fitted inhibition curve with a large enough effect in the polarisation, with a control signal flat, not every such curve was filed as active; inconclusive = small, poorly fitted or top-dose-only effect, or effect the other way, or a change in a side signal; inactive = no such curve, though single readings can be large or run the other way; the % refers to the polarisation; note: potency is the fitted concentration of half-maximal effect; % is set by controls: 0 for no effect and ±100 for the full control effect
# ERG Ets-DNA blk: blocks human ERG Ets domain binding to DNA; fluorescence polarization, His-ERG Ets domain / labelled DNA; P11308; Potency, µM (top dose mostly 76.9 µM), for the others: top-dose FP activity, negative = inhibition, usual class: inhibitors; hit rate 0.028% among 370,000; AID 624246; active = well fitted inhibition curve with a large enough effect in the polarisation, with a control signal flat; inconclusive = small, poorly fitted or top-dose-only effect, or effect the other way, or a change in a side signal; inactive = no such curve, though single readings can be large or run the other way; the % refers to the polarisation;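 note: polarization taken with two DNA probes labelled with fluorescein and Texas red; potency is the fitted concentration of half-maximal effect; % of control where 0% means no effect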
#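 His-tagged ERG Ets domain (1 uM in the protein solution; 300mM KCl, 50mM Tris-HCl, 1mM EDTA, 1mM DTT, pH 7.5) received compound, then a probe mix of 5 nM fluorescein-DNA and 100nM Texas-615-DNA. Fluorescence polarization was read for both dyes.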
# JMJD2A Tudor: JMJD2A Tudor domain (human) inhibition. O75164. AID 504339. hit rate 4.4% among 390,000. Potency, µM (highest dose often 114 µM), for the others: at the highest dose activity change, negative = inhibition, usual class: inhibitors. AlphaScreen JMJD2A-Tudor / H3K4me3 peptide binding; note: potency is the fitted concentration of half-maximal effect; % is set by controls: 0 for no effect and ±100 for the full control effect; nearly all actives have a fitted effect of over 50% in size
# Target sequence (O75164 whole entry, looked up, the tested form may be a part): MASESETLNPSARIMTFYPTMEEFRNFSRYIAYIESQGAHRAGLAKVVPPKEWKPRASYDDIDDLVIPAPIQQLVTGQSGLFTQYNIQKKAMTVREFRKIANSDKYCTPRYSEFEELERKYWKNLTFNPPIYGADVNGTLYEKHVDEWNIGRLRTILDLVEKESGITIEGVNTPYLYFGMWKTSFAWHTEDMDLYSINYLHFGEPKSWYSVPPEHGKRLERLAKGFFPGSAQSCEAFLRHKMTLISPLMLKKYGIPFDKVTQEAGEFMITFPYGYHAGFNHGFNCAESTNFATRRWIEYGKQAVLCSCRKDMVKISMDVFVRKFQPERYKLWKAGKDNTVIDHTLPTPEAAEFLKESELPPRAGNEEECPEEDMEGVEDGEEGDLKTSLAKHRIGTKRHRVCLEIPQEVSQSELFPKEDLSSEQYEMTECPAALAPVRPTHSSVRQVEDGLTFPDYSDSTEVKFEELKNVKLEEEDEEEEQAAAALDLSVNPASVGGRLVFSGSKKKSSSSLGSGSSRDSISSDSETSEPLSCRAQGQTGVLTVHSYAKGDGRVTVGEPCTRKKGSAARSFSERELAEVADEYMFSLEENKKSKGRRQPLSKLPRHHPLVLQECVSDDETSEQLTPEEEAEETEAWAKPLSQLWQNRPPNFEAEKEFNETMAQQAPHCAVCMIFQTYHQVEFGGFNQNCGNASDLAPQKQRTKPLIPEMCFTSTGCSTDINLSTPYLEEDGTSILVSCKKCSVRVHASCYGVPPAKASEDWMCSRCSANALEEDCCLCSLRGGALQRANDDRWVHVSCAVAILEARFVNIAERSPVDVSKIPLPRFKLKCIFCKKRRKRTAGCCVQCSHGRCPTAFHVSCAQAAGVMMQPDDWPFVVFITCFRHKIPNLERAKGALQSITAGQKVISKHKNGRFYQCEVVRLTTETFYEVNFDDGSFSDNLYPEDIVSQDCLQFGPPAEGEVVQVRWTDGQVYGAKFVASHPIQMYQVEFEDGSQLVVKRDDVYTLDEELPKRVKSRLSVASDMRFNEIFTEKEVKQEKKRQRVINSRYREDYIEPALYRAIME
# GLS inhibitor: blocks human kidney-isoform glutaminase activity; O94925; GLS enzymatic activity, qHTS titration; Potency, µM (titrated, usually from 45.5 µM), inactives show top-dose activity change, negative = inhibition, actives largely listed as inhibitors; hit rate 0.21% among 410,000; AID 624170; note: potency is the fitted concentration of half-maximal effect; % is set by controls: 0 for no effect and ±100 for the full control effect
#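 hKGA in 45 mM KH2PO4 pH 8.2, 0.02% Tween-20 with pin-transferred compounds; 1 mM L-glutamine (stock) plus glutamate oxidase/HRP/Amplex Red coupling added. Fluorescence read initially and after 30 min at RT.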
# Tb PGK inh: T. brucei PGK inhibition; P07378; hit rate 0.043% among 380,000; Potency, µM (highest dose often 57.5 µM), for the others: at the top dose activity change, negative = inhibition, most hits filed as inhibitors; PGK/GAPDH coupled, Kinase-Glo luminescence, 60 min; AID 602233; note: potency is the fitted concentration of half-maximal effect; % is set by controls: 0 for no effect and ±100 for the full control effect; nearly all actives have a fitted effect of over 60% in size
#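 Luminescent ATP detection (Kinase-Glo Plus) follows a 60-minute room-temperature incubation, with wells lacking PGK as controls. Buffer: 100 mM TEA (pH 7.6), 5 mM MgCl2, 0.01% Tween-20. Coupling enzyme GAPDH (100 nM final) supplies unstable 1,3-BPG in-well.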
# Numbers without * were called inactive; i = inactive; ? = inconclusive; . = no result given; & = joins results of further samples; [ ] = dose if it differs, or a comment. Unless noted, calls come from the whole dose curve; as a rule, active = well fitted curve in the direction sought with a large enough effect; inconclusive = small, poorly fitted or top-dose-only effect, or another doubt; inactive = no such curve, though single readings can be large; an effect the other way counts as inactive or inconclusive.
JMJD2A Tudor	GLS inhibitor	HP1b chromo inh	Tb PGK inh	BAZ2B inh	ERG Ets-DNA blk	G9a block	PI4K2A inh	Pin1 inh	Structure
-14.6%	3.9%	13.2%	0.4%	.	-1.4%	.	-2.9	-1.0%	COc1cc2cc(CN(Cc3ccc4c(c3)OCO4)C(=O)c3ccco3)c(=O)[nH]c2cc1OC
-12.3%	-17.0%	36.1%	-10.2%	-14.4%	-3.6%	-2.8%	4.8	-1.2%	Cc1cccc(NS(=O)(=O)c2ccc3c(c2)CCN3C(=O)CCC(=O)O)c1
-0.6%	7.6%	46.6%[activator]	-6.3%	6.7%	2.3%	?	0.1	3.6%	Cc1cc(C)n(-c2cc(-n3nc(C)cc3C)ncn2)n1
-1.4%	-3.9%	47.2%[activator]	-3.6%	17.6%	-6.3%	-5.2%[59 µM]	2.1	8.5%	CCOc1ccc(NC(=O)Nc2ccc3c(c2)N(C)C(=O)CS3)cc1
-10.7%	-4.5%	48.6%[activator]	-1.4%	2.3%	2.4%	19.8%[59 µM]	-2.8	-1.2%	COc1ccc(NC(=O)CSc2nc(-c3cccs3)cc(C(F)(F)F)n2)c(OC)c1
-7.9%	-25.9%	43.5%[activator]	-8.3%	-0.7%	6.0%	8.8%[59 µM]	-0.3	?	CCOc1ccc(-c2nonc2NC(=O)c2oc3ccc(Cl)cc3c2C)cc1
-5.4%	0.1%	20.9%	-8.5%	5.8%	-14.4%	-8.2%[59 µM]	-5.4	3.1%	Cc1csc2ncc(C(=O)N3CCCc4ccccc43)c(=O)n12
-10.6%	8.4%	22.1%	-0.5%	-4.8%	1.8%	-29.3%[59 µM]	-3.6	10.4%	CCCCn1c(C(C)NC(=O)c2ccccc2)nc2ccccc21 (stereo unspecified)
-17.1%	6.7%	-0.7%	-3.0%	-4.1%	.	44.7µM*	-2.1	1.4%	Cc1ccc(N(Cc2ccccc2)C(=O)c2ccc(F)c(S(=O)(=O)N3CCOCC3)c2)cc1
4.7%	8.8%	35.0%	-10.0%	6.2%	10.6%	50.1µM*	8.4	-4.6%	CC(C)(C)c1ccc(C(=O)Oc2ccc3c(c2)OCC3=O)cc1
-10.7%	4.6%	10.9%	i	6.2%	12.6%	20.4%	-3.7	-0.9%	O=C(O)COCC(=O)Nc1ccc2c(c1)oc1ccccc12
-6.2%	4.2%	24.4%	-2.5%	3.3%	-6.3%	-8.9%[59 µM]	5.6	-6.7%	O=C(OCn1nnc2ccccc2c1=O)c1ccco1

# Next section:
JMJD2A Tudor	GLS inhibitor	HP1b chromo inh	Tb PGK inh	BAZ2B inh	ERG Ets-DNA blk	G9a block	PI4K2A inh	Pin1 inh	Structure
-13.3%	9.4%	9.2%	8.1%	4.3%	-6.5%	?	5.1	-3.1%	CCNC(=O)NCCc1c[nH]c2ccc(Cl)cc12
?	-1.3%	8.3%	i	-37.0%	-1.4%	?	3.9	1.8%	COc1ccc(OC)c(CCNC(=O)c2cc3c(-c4ccccc4F)nn(C)c3s2)c1
-14.4%	6.5%	11.3%	-10.2%	-3.2%	1.5%	19.4%	0.0	0.1%	COc1ccc(NC(=O)c2cccc(N3C(=O)C4C5CCC(C5)C4C3=O)c2)cc1 (stereo unspecified)
-13.9%	21.9%	16.3%	-8.3%	-1.4%	3.3%	-12.0%[12.7 µM]	-2.6	0.6%	CCOC(=O)c1c(N)sc2c(NC(C)=O)cccc12
-12.1%	-2.9%	?	-2.1%	?	-0.2%	-26.0%[59 µM]	0.7	-0.9%	CCc1ccc(S(=O)(=O)c2nnn3c2nc(N2CCOCC2)c2sccc23)cc1
6.1%	5.0%	21.8%	3.3%	1.7%	-1.1%	.	17.3	-1.3%	Cc1nc(CS(=O)(=O)c2ccccn2)sc1C(=O)NNC(=O)c1c(F)cccc1Cl
-3.3%	1.5%	32.3%	i	?	4.9%	-35.1%	-3.5	0.2%	ClCc1cc2ccccc2nc1Cl
-17.9%	3.6%	19.2%	-7.2%	-23.1%	2.1%	7.5%	1.3	-1.9%	COc1ccc(NC(=S)Nc2cccc(C(F)(F)F)c2)c(C)c1
-12.2%	2.4%	14.3%	i	-10.2%	-1.4%	-2.1%	1.4	-3.4%	CCCn1nc(C(=O)OCC(=O)c2c(N)n(C)c(=O)n(C)c2=O)c2ccccc2c1=O
-17.2%&-22.5%	0.3%	14.0%&13.8%	0.1%	-0.4%	0.4%	24.1%[59 µM]	-0.4	12.2%&14.6%	O=C1C2C(c3cccc(/C=C/c4ccccc4)c3)CC=CC2C(c2ccc3ccccc3c2)N1Cc1ccccc1 (stereo unspecified)
-20.0%	1.6%	41.1%[activator]	4.2%	-23.4%	-2.1%	-46.1%[59 µM]	-6.7	9.0%	CCOC(=O)c1cccc(NC(=O)CC2C(=O)N(c3ccc(Cl)cc3)C(=O)N2C2CCCC2)c1 (stereo unspecified)
-10.1%	19.4%	0.8%	-4.0%	-23.6%	-8.2%	-27.5%	11.3	-1.2%	CC(C)NC(=O)CCCc1cn(C)c2ccccc12

# Part of the list above, limited to Pin1 inh, ERG Ets-DNA blk and G9a block:
Molecule,Pin1 inh,ERG Ets-DNA blk,G9a block
ClCc1cc2ccccc2nc1Cl,0.2%,4.9%,-35.1%
COc1ccc(NC(=S)Nc2cccc(C(F)(F)F)c2)c(C)c1,-1.9%,2.1%,7.5%
CCCn1nc(C(=O)OCC(=O)c2c(N)n(C)c(=O)n(C)c2=O)c2ccccc2c1=O,-3.4%,-1.4%,-2.1%

# Following part
JMJD2A Tudor	GLS inhibitor	HP1b chromo inh	Tb PGK inh	BAZ2B inh	ERG Ets-DNA blk	G9a block	PI4K2A inh	Pin1 inh	Structure
-1.7%	-15.6%	-2.1%	-0.5%	-5.4%	0.0%	4.4%[12.7 µM]	4.7	0.9%	COc1ccc(OCC(=O)Nc2ccc(C(=O)OCc3cc(=O)n4nc(C)sc4n3)cc2)cc1
-6.3%	-5.2%	30.2%	i	-5.1%	-2.7%	-8.7%[59 µM]	-2.6	4.4%	COc1ccc(Cc2nc3ccccc3n2CC(=O)N/N=C/c2ccccc2)cc1OC
79.4µM*	19.2%	4.2%	-4.3%	55.4%[activator]	14.0%	?	-6.6	-5.4%	COc1ccccc1OCC(=O)NNC(=S)NC(=O)c1ccco1
?	26.2%	-4.4%	-10.3%	?	-7.0%	-8.3%[2.33 µM]	-2.7	.	Cc1ccc(S(=O)(=O)N2[C@@H](c3cccc(Cl)c3)C(C(=O)O)=CC[C@H]2c2ccc(C(C)C)cc2)cc1
-11.0%	-2.6%	47.5%[activator]	0.0%	-0.5%	14.1%	9.3%	-3.9	-3.0%	Cc1nc2ccc(S(=O)(=O)NC(C(=O)N3CCCCCC3)C(C)C)cc2s1 (stereo unspecified)
25.1µM*	0.6%	-11.1%	?	-1.8%	-6.6%	?	-0.1	-3.7%	CCNC(=S)NS(=O)(=O)c1ccc(Cl)cc1
-3.4%	-0.7%	41.0%[activator]	-3.7%	10.0%	11.1%	10.1%	-2.5	-8.2%	CCOC(=O)C1CCN(C(c2cccs2)c2sc3nc(C)nn3c2O)CC1 (stereo unspecified)
-8.5%	10.2%	36.1%	-1.7%	6.8%	19.4%	4.6%	-2.2	-2.7%	O=C(NCc1ccc(F)cc1)c1cnn2ccccc12
-2.8%	5.1%	-2.5%	-1.1%	.	4.3%	.	3.9	1.1%	CCOC(=O)Cn1c(=O)c2c(nc3n2CCCCN3c2ccc(OCC)cc2)n(C)c1=O
-15.6%	1.9%	18.2%	6.5%	2.0%	2.9%	?	?	1.2%	O=C(Nc1ccc2c3c(cccc13)CC2)c1ccco1
-22.6%	3.1%	17.0%	i	.	-13.8%	.	-3.4	-6.8%	CCC(CC)c1nnc(NC(=O)c2cccc(S(=O)(=O)N3CCOCC3)c2)s1
12.2%	-6.4%	29.2%	i	6.5%	-8.3%	6.7%[59 µM]	13.1	-1.5%	C=CCNC(=O)C1CC(=O)N(c2ccc(OCC(=O)Nc3cccc(OC)c3)cc2)C1 (stereo unspecified)

# (continued)
JMJD2A Tudor	GLS inhibitor	HP1b chromo inh	Tb PGK inh	BAZ2B inh	ERG Ets-DNA blk	G9a block	PI4K2A inh	Pin1 inh	Structure
-10.9%	-9.2%	17.2%	i	-11.6%	2.4%	-4.0%	-2.2	18.6%	CC(=O)N1c2c(cc(Br)cc2S(=O)(=O)NCc2ccc(C)cc2)CC1C (stereo unspecified)
-13.0%	-0.6%	11.2%	i	-5.0%	0.7%	-12.9%[59 µM]	-2.0	1.8%	CCOCCOC(=O)c1ccc2c(c1)N(Cc1ccccc1C#N)C(=O)c1ccccc1S2(=O)=O
-33.6%	7.6%	13.5%	-5.1%	-18.9%	-0.2%	-4.4%[59 µM]	-1.3	-8.4%	COc1ccc(C2C(=O)N(C3CCC(C)CC3)CC(=O)N2Cc2ccccc2Cl)cc1OC (stereo unspecified)
-13.4%	17.2%	17.5%	-2.4%	9.2%	2.8%	7.2%[59 µM]	0.4	1.4%	Cc1cc(N2CCCN(C)CC2)nc2cc(Cl)ccc12
-10.3%	1.1%	20.6%	-9.6%	-4.8%	-3.4%	-37.4%	-6.3	1.1%	CC(OC(=O)c1ccc(OCC2CCCO2)cc1)C(=O)N(C)Cc1ccccc1 (stereo unspecified)
-7.2%	-6.8%	32.9%	-0.6%	-14.1%	-8.8%	54.5%[activator][59 µM]	2.5	6.1%	CCN(CCCn1c(=S)[nH]c2ccc(N3CCOCC3)cc2c1=O)c1ccccc1

# Rows are unselected, and some 11% of all compounds hit somewhere here.
